Mcl1 Bid PPI: Mcl-1/Bid binding inhibitors, primary screen, biochemical, TR-FRET, 1536-well; Induced myeloid leukemia cell differentiation protein Mcl-1 (Homo sapiens), Q07820; TR-FRET Mcl-1/Bid-Dy647 peptide binding; inhibition, % at 21.7 µM; hit rate 0.97% among 220,000;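 active = compounds that cut the binding signal by more than half at the single screening dose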;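 note: His-tagged Mcl-1 with europium anti-His antibody binding Bid BH3 peptide; 0% = Mcl-1 plus peptide wells and 100% = peptide-only wells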
Target sequence (Q07820 whole entry, looked up): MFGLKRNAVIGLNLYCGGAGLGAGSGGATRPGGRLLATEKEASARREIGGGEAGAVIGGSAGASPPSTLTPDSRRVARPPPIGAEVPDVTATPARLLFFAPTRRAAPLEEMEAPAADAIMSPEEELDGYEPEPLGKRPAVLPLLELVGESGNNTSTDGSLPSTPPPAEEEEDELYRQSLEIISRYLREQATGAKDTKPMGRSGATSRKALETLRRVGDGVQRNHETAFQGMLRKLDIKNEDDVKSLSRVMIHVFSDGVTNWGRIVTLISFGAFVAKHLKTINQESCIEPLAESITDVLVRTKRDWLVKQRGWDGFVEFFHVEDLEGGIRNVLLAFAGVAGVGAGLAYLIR
RGS8-Gao reg: RGS8-Galphao binding modulators, primary screen, biochemical, multiplexed bead flow cytometry | hit rate 0.34% among 220,000 | AID 1423, 2008 | actives lie on both sides | Guanine nucleotide-binding protein G(o) subunit alpha (Homo sapiens), P09471 | response (percent of control binding), % at 10 µM; in the data active = response below about 60% or above about 140%; inactive = in between;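 note: Galphao activated as the GDP aluminium fluoride complex binding bead-coupled RGS8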
Target sequence (P09471 whole entry, looked up): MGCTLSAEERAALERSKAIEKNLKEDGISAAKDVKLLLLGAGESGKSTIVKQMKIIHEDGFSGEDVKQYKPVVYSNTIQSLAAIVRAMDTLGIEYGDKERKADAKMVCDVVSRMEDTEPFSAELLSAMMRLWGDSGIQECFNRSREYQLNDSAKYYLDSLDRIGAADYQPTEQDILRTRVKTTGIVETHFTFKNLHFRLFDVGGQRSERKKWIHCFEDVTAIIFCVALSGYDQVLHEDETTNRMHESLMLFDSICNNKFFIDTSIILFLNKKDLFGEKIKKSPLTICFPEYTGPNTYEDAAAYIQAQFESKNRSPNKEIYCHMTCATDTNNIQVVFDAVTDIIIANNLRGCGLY
Mcl1 Noxa PPI: Mcl-1/Noxa binding inhibitors, primary screen, biochemical, TR-FRET, 1536-well; Induced myeloid leukemia cell differentiation protein Mcl-1 (Homo sapiens), Q07820; TR-FRET Mcl-1/Noxa peptide binding, 2 h; inhibition, % at 21.7 µM; hit rate 1.5% among 220,000; AID 1022, 2008;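 active = compounds that cut the protein-peptide binding signal by more than 50% relative to plate controls in a single-dose test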;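 note: His-tagged Mcl-1 with rhodamine Noxa BH3 peptide and terbium anti-His antibody; 0% = Mcl-1 plus Noxa peptide wells and 100% = peptide-only wells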
Pf gametocyte: late stage P. falciparum gametocyte viability inhibitors, primary screen, ATP luminescence, HTS. hit rate 0.065% among 150,000. inhibition, % at 10.9 µM. P. falciparum stage V gametocytes, 24 h. AID 743093, 2013;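 active = inhibition above the mean plus 3 SD of compounds within the control limits, set per campaign, cut at about 38% in these data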;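 note: 0% = DMSO wells and 100% = medium only without gametocytes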
The depositor's hits bear a star.

Molecule	Mcl1 Bid PPI	RGS8-Gao reg	Mcl1 Noxa PPI	Pf gametocyte
O=S(=O)(NC(=S)Nc1ccccc1)c1ccc(F)cc1	-9	98	0	-13
O=C(C[n+]1ccc(-c2nnc3n2CCCCC3)cc1)c1ccc(Cl)cc1	-3	88	-14	7
Cc1cc(=O)oc2cc(OCC(=O)OCC(=O)Nc3ccc(C(N)=O)cc3)ccc12	-10	102	22	-1
O=S(=O)(c1cccc(-c2csc(N/N=C/c3ccco3)n2)c1)N1CCOCC1	-40	102	16	-4
NC(=O)[C@@H]1[C@@H]2C(=O)N(c3ccc(F)cc3)C(=O)[C@@H]2[C@H]2C=Cc3ccccc3N21	25	99	13	13
CCOc1ccc2[nH]c3c(=O)n(CCC4=CCCCC4)cnc3c2c1	-16	102	5	-25
CCOC(=O)C1=C(C)C/C(=N\NC(=O)c2ccccc2O)CC1	-69	102	12	-4
O=C1COCC(=O)N1CCc1c[nH]c2ccccc12	-21	102	-1	-8
CCCC1CC(C#N)N(N(C)C)C1=C(C#N)C#N (stereo unspecified)	6	101	-20	7
CCS(=O)(=O)c1ccc(O)c(NC(=O)/C=C/c2ccc(Cl)cc2)c1	-70	101	12	-3
N#Cc1c(C(F)(F)F)cc(-c2cccs2)nc1N1CCCCC1	-10	98	-7	-2
CCOC(=O)CCCc1ccc(/C(C)=N/NC(N)=S)cc1	-134	100	13	-17
C=CCNC(=S)/C(=C(\[O-])c1ccc(Cl)cc1)[n+]1ccccc1	-27	95	0	10
O=C(O)CNc1ccccc1C(=O)O	-145	97	2	-25
Cc1cnc(C(=O)OCC(=O)Nc2ccc(C)c(S(=O)(=O)N(C)C)c2)cn1	-33	98	10	2

Further compounds
Molecule	Mcl1 Bid PPI	RGS8-Gao reg	Mcl1 Noxa PPI	Pf gametocyte
Cc1[nH]c(N=Nc2ccccc2)nc1N=Nc1ccccc1	-49	98	-76	5
CCOC(=O)C1=C(N)Oc2c(oc(CO)cc2=O)C1c1ccc(Cl)cc1 (stereo unspecified)	-2	104	8	-1
Cc1cc(-c2nc(C)c(-c3nnc(SCC(=O)Nc4cc(Cl)cc(Cl)c4)n3C)s2)no1	5	101	3	-18
COc1cccc(NC(=S)Nc2cc(C)cc(C)n2)c1	-11	103	-20	6
COc1ccc([N+](=O)[O-])cc1NC(=O)c1ccc(N2C(=O)CCC2=O)cc1	-58	101	27	-5
CN(Cc1cnn(C)c1)C(=O)CC1C(=O)NCCN1Cc1cccc(Oc2ccccc2)c1 (stereo unspecified)	-34	99	15	-19
O=C(O)/C=C/S(=O)(=O)c1ccc2ccccc2c1	-5	99	-6	-19
Cc1c(N2C(=O)CSC2c2ccc(F)cc2)c(=O)n(-c2ccccc2)n1C (stereo unspecified)	-16	98	6	16
COC(=O)Cc1ccc(NC(=S)NCCSc2ccc(Cl)cc2)cc1	-49	101	20	-21
C/C(Cn1nnc([N+](=O)[O-])n1)=N\NC(=O)c1ccccc1O	-2	101	9	-39
CCn1nc(C)c([N+](=O)[O-])c1C(=O)NNC(=O)c1ccc(Cl)cc1	-6	103	6	2
CCCc1cc(NCCCO)n2c(nc3ccccc32)c1C#N	-9	106	-19	3
CC(=O)Oc1ccc(N2C(=O)C3C(C2=O)C(C(=O)c2ccc(Cl)cc2)N2CCCC32)cc1 (stereo unspecified)	-21	104	17	9
CN(Cc1ccon1)Cc1cn(C)nc1-c1ccc(Oc2ccccc2)cc1	-58	102	-8	17
COC(=O)c1n[nH]n(-c2ccc(F)c(Cl)c2)c1=O	-45	96	14	15

Next records
Molecule	Mcl1 Bid PPI	RGS8-Gao reg	Mcl1 Noxa PPI	Pf gametocyte
Cc1nc(Sc2ccccc2)c(C#N)c(C)c1[N+](=O)[O-]	-9	92	-2	26
CC(=O)N1CCC(C(=O)Nc2cc(C)cc(C)c2)CC1	1	99	-1	-1
Cc1[nH]c2ccccc2c1/C=N/NC(=O)CNC(=O)c1cccs1	-8	98	0	-1
Cc1cccc(-c2nc(C)cc(=O)[nH]2)c1	-6	102	11	5
NS(=O)(=O)c1ccc(NC(=O)COc2ccc(C(=O)c3ccc(F)cc3)cc2)cc1	-54	102	-108	-18
CC(C)(C)OC(=O)NC(Cc1ccccc1)C(=O)NCCCC(=O)O (stereo unspecified)	-17	99	-11	-19
CNC(=O)COC(=O)c1ccc(Cl)c(S(N)(=O)=O)c1	22	88	31	13
Cc1ccccc1-n1c(-c2ccc3ccccc3n2)n[nH]c1=S	-23	98	29	-2
COc1ccc(/C(C)=N/NC(=O)CNC(=O)C2COc3ccccc3O2)c(OC)c1 (stereo unspecified)	-14	101	6	11
NC(=S)NC1CC2C=CC1C2 (stereo unspecified)	-45	100	-15	13
N/C(Cc1nc(-c2ccc(F)cc2)cs1)=N\O	1	102	2	6
c1ccc(-c2csc(-c3ccc(-c4csnn4)cc3)n2)cc1	1	103	8	2
CC1(C)SC(=S)N(/N=C/c2cccnc2)C1N(O)C(=O)Nc1ccccc1 (stereo unspecified)	-21	98	-4	-1
CCCS(=O)(=O)c1cscc1NC(=O)c1c(-c2c(F)cccc2Cl)noc1C	-14	103	7	-16
COC(=O)CCC(=O)N1CN2CN(C(=O)CCC(=O)OC)CC([N+](=O)[O-])(C2)C1	-15	100	-5	-10

Next part:
Molecule	Mcl1 Bid PPI	RGS8-Gao reg	Mcl1 Noxa PPI	Pf gametocyte
COc1ccc(/C=N/NC(=O)c2ccccc2O)cc1CN1CCOCC1	-43	99	4	-9
COc1ccc(CN(N=O)C2CC(=O)N(c3ccc(OC)cc3)C2=O)cc1 (stereo unspecified)	-8	100	21	14
CC1(C)CC2(CCCN(C(=S)Nc3ccccc3)C2)CCO1 (stereo unspecified)	-50	101	-40	-29
CN(C)C(CNC(=O)C1CCN(S(=O)(=O)c2ccccc2)CC1)c1ccccc1 (stereo unspecified)	-16	99	-8	3
Cc1cc(=O)oc2c3c(ccc12)OC/C3=N/N	-44	100	11	10
CCn1c(SCC(=O)Nc2ccc(C)cc2)nnc1-c1ccccn1	-76	103	-6	-36
O=C(N/N=C/c1ccc(O)cc1)c1cccc(N/N=C/c2ccc(O)cc2)c1	-31	102	80*	5
CCN(CC)C(=O)COc1ccc(N(C)S(=O)(=O)c2ccc(NC(C)=O)cc2)cc1	-26	99	-2	7
Cc1ccc[n+](-c2[nH]c(=O)sc2/C=N/N=C(\[O-])CCn2c3ccccc3c3ccccc32)c1	-13	112	-2	11
CCCCc1cc(=O)oc2cc(OCc3nn[nH]n3)ccc12	5	97	5	-4
O=c1c2cc(-c3ccccc3)sc2nc2n1N=C(c1cccs1)CS2	-2	99	16	-21
O=C(O)c1ccc(/C=N/NC(=O)c2ccc(NS(=O)(=O)c3cccs3)cc2)cc1	-8	101	4	-4
O=c1cc(COc2ccc(Cl)c(Cl)c2)nc2sccn12	8	99	2	-12
CCOc1ccc(Oc2ccc(NC(=O)[C@@H](NC(N)=O)[C@@H](C)CC)cc2)cc1	5	101	-5	15
O=S(=O)(c1cccs1)N1CN(C2CCCCC2)c2nc3ccccc3nc21	5	103	-5	11

(list continues)
Molecule	Mcl1 Bid PPI	RGS8-Gao reg	Mcl1 Noxa PPI	Pf gametocyte
O=C1N/C(=N\N=C\c2ccco2)SC1Cc1ccccc1[N+](=O)[O-] (stereo unspecified)	-46	102	7	-1
CCC(C)(NC=O)C(=O)Nc1c(C)cccc1C (stereo unspecified)	-10	95	1	26
O=c1c2ccccc2nc(COc2ccccc2)n1/N=C/c1ccc(O)cc1O	3	104	7	8
COc1ccc(/C=N/NC(=S)Nc2cc(C(F)(F)F)ccc2Cl)cc1	1	102	7	-10
O=C(O)c1nccnc1C(=O)Nc1ccc(Oc2c(Cl)cccc2Cl)nc1	-2	116	-11	-15
Cc1sc(NC(=O)CSc2nc(N)cc(N)n2)c(C#N)c1C	-42	100	-10	15
COC(=O)c1ccccc1-c1ccc(/C=N/Nc2nc(N3CCCC3)nc(N3CCCC3)n2)o1	-14	100	-6	9
NC(=O)c1c(/N=C/c2cccnc2)sc2c1CCCC2	-21	101	6	3
CCCOc1ccc(N2C(=O)CC(N(Cc3ccco3)C(=O)CC)C2=O)cc1 (stereo unspecified)	-35	97	1	3
Cc1c(Cc2ccccc2)c(=O)n2c([nH]c3ccccc32)c1C#N	-87	99	1	-12
COc1ccc(-c2cn[nH]c2-c2ccc(OCc3ccc(F)cc3)cc2O)cc1OC	20	104	5	-25
Cc1oc(C(C)(C)C)cc1C(=O)NCc1ccc2c(c1)OCO2	37	101	33	11
COc1ccc(/C=N/NC(=O)c2cc(C)oc2C)cc1OC	4	101	4	-8
O=C(COc1ccccc1C(=O)O)Nc1nc2ccc([N+](=O)[O-])cc2s1	-12	88	4	10
CCCC1=C(C(=O)OCC)C(c2ccco2)n2ncnc2N1 (stereo unspecified)	-21	75	-17	5

Record cards, as listed above. Order of screens: Mcl1 Bid PPI	RGS8-Gao reg	Mcl1 Noxa PPI	Pf gametocyte
O=C1N/C(=N\N=C\c2ccco2)SC1Cc1ccccc1[N+](=O)[O-] (stereo unspecified) in the list: -46	102	7	-1
Cc1oc(C(C)(C)C)cc1C(=O)NCc1ccc2c(c1)OCO2 in the list: 37	101	33	11
CCCC1=C(C(=O)OCC)C(c2ccco2)n2ncnc2N1 (stereo unspecified) in the list: -21	75	-17	5

Continuation.
Molecule	Mcl1 Bid PPI	RGS8-Gao reg	Mcl1 Noxa PPI	Pf gametocyte
COc1ccc(-c2[nH]ncc2CN2CCC(OCc3ccccn3)CC2)c(F)c1	-12	99	8	-22
O=C(NC(=S)Nc1ccccc1Cl)c1cncc(C#Cc2ccccc2)c1	-4	105	-56	-6
CCOC(=O)C1CSC(CC(=O)Nc2ccc(OC(F)(F)F)cc2)C(=O)N1 (stereo unspecified)	-14	103	-23	21
COc1ccc(Cc2nnc(N/N=C/c3ccc(Br)cc3)[nH]c2=O)cc1OC	-13	96	-4	3
Cc1c(NS(=O)(=O)c2cccs2)cccc1-c1nc2cccnc2s1	-12	102	6	-4
Cc1ccc(CN2C(=O)CCC2C(=O)NCCN2CCN(c3cccc(Cl)c3)CC2)cc1 (stereo unspecified)	-19	103	17	-8
Cn1cnc([N+](=O)[O-])c1SCC(=O)NN	-11	101	20	-10
Nc1sc(-c2ccccc2)cc1-c1n[nH]c(=S)n1C1CCCCC1	-28	101	13	3
COC(=O)[C@H](Cc1ccccc1)NC(=O)NCc1ccccc1	6	104	-8	11
O=C(CNC(=O)C(c1ccccc1)c1ccccc1)N/N=C/c1ccc(O)cc1O	-105	94	-68	-4
COc1ccccc1-c1cc2nc(C)c(CCC(=O)NCc3ccc(F)cc3)c(C)n2n1	-4	100	1	-12
On1c(-c2ccccc2)nc2ccccc21	-18	106	3	27
CN1C[C@@H]2C(c3ccccc3)C3(c4cccnc4)CC2(C3)[C@H]1c1ccccc1 (stereo partly specified)	-55	89	-2	11
Cc1nc2sc3c(c2c(=O)[nH]1)CCCC3	4	100	8	-61
CC(C)NC(=O)C1CCN(C2CCN(C(=O)/C=C/c3cccs3)CC2)CC1	-13	101	-20	11

Later entries:
Molecule	Mcl1 Bid PPI	RGS8-Gao reg	Mcl1 Noxa PPI	Pf gametocyte
O=C(Nc1nnc(COc2ccccc2)s1)Nc1ccccc1F	-4	100	-8	-9
O=C(Nc1nccs1)c1ccc([N+](=O)[O-])cc1	-16	104	0	0
CCOC(=O)Cc1nnc(NC(=O)C23CC4CC(CC(C4)C2)C3)s1	-5	101	-4	9
O=C1CCN(CCc2ccccc2)CCN1[C@H](CSc1ccc(Br)cc1)Cc1ccccc1	-70	98	15	20
O=c1[nH]n(CCO)c(=O)c2cccnc12	-13	101	6	-20
O=[N+]([O-])c1[nH]cnc1/C=C/c1ccccc1	-1	101	19	22
CC(=O)N(C1=C(N2CCOCC2)C(=O)c2ccccc2C1=O)c1ccc(C(=O)O)cc1	-6	98	-4	10
Nc1nnc(-c2cccc(F)c2)s1	6	99	12	2
CC1CN(S(=O)(=O)c2ccc(C(=O)Nc3nccs3)cc2)CC(C)O1 (stereo unspecified)	-38	95	3	-22
CC(NC(=O)C1CC1)C(c1cccs1)N1CCOCC1 (stereo unspecified)	-9	101	-18	-22
COc1ccc(CSc2nc(C)[nH]c2[N+](=O)[O-])cc1[N+](=O)[O-]	-9	99	-14	-3
Oc1c(Br)cc(Br)cc1CNc1ccccn1	-17	102	0	4
COC(=O)C1=C(C)N(c2ccc(OC)cc2)C(C)=C(C(=O)OC)C1c1ccccc1	-7	101	-1	11
N/C(=N\OC(=O)c1cccs1)C1(c2ccc(Cl)cc2Cl)CC1	-3	100	-9	2
O=C(CSc1nccc(=O)[nH]1)NC1CCCc2ccccc21 (stereo unspecified)	-9	102	9	28
O=S(=O)(Cc1ccccc1)C1CCCCC1O (stereo unspecified)	-10	100	-10	-1
Cc1cc(NC(=O)NN2CCOCC2)nn1-c1c(Cl)cccc1Cl	-15	104	9	6
CS(=O)(=O)c1[nH]nc(-c2cccc(Cl)c2)c1C#N	15	102	11	1

Only part of the results is shown (hit frequency here may not be typical).
